FH mod: Identification of activators of human fumarate hydratase by quantitative high-throughput screening; Potency, µM (doses to about 79.9 µM), for the others: at the top dose activity change, negative = inhibition, hits mostly inhibitors; 54,000 tested, 0.22% active; Fumarate hydratase, mitochondrial (Homo sapiens), P07954; FH coupled MDH/diaphorase resazurin fluorescence, 15 min; further: the screen sought activators but most active calls are inhibition curves; nearly all actives have a fitted effect of over 45% in size
Target sequence (P07954 whole entry, looked up): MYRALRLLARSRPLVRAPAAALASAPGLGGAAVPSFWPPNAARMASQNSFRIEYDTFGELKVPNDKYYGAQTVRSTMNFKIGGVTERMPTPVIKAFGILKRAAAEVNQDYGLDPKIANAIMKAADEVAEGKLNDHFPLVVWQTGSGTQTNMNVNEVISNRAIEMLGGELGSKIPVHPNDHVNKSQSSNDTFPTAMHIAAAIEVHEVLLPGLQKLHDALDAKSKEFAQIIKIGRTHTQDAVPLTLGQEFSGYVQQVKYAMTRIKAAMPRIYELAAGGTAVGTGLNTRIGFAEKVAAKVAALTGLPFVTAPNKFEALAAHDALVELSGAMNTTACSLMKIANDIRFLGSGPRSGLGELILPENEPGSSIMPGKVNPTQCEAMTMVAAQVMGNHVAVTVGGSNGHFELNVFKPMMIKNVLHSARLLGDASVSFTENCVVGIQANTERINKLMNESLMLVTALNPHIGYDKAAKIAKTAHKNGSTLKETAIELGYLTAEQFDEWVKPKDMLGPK
NTMT1 inhibitor: inhibitors of human N-terminal methyltransferase NTMT1 | NTMT1 MTase-Glo SAH luminescence, purified enzyme | Q9BV86 | Potency, µM (titrated, usually from 114 µM), for the others: top-dose activity change, negative = inhibition, hits mostly inhibitors | 59,000 tested, 2.5% active;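 further: plate controls were DMSO vehicle for no effect and no enzyme for full effect; nearly all actives have a fitted effect of over 65% in size; many of its hits are not listed in these tables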
Target sequence (Q9BV86 whole entry, looked up): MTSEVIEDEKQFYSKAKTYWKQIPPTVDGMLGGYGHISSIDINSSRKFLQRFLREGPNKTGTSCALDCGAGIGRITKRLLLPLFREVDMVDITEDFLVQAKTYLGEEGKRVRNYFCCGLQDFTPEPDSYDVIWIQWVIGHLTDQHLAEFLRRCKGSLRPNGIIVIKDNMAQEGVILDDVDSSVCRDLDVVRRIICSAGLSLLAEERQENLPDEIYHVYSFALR
Active calls of the source: *; ? = inconclusive; & = joins results of further samples; ! = not confirmed by another sample; [ ] = another dose, or the depositor's remark. The call rests on the fitted dose curve; in most records, active means well fitted curve in the direction sought with a large enough effect; inconclusive means small, poorly fitted or top-dose-only effect, or another doubt; inactive means no such curve, though single readings can be large; an effect the other way counts as inactive or inconclusive. Unless noted, on the % scale 0 is the no-effect control and ±100 the full control effect; potency means the concentration at half of the fitted maximal effect. Not all compounds are listed (hit frequency here may not be typical).

The line under a structure holds: FH mod, NTMT1 inhibitor
COc1cc(F)c(C(C)C)cc1-c1ccc(C(F)(F)F)cc1CN1C(=O)O[C@H](c2cc(C(F)(F)F)cc(C(F)(F)F)c2)[C@@H]1C
  3%[53.3 µM], -1%
Oc1cn2c(n1)Nc1ccc(Cl)c(Cl)c1C2
  0%[20.6 µM], 4%[29.8 µM]
CCOC(=O)c1cc(=O)c2c(OCC(COc3cccc4oc(C(=O)OCC)cc(=O)c34)OC(=O)[C@@H](N)CCCCN)cccc2o1
  2%[53.3 µM], ?
Nc1ccn([C@@H]2CS[C@H](CO)O2)c(=O)n1
  8%, 7%&20%
Cn1c(=O)c2c(ncn2Cc2ccc(C(C)(C)C)cc2)n(C)c1=O
  0%, 6%[57.5 µM]
C[C@@]12CC3(S(=O)(=O)O)OC(O1)[C@]1(COC(=O)c4ccccc4)[C@H]3C[C@]21O[C@@H]1O[C@H](CO)[C@@H](O)[C@H](O)[C@H]1O
  -11%[53.3 µM], -2%[29.8 µM]
CC1CC(O)C2(OC1=O)OC1C(O)C3C4CCC5CC(OC6OC(CO)C(O)C(O)C6OC6OC(C)C(O)C(O)C6O)CCC5(C)C4CCC3(C)C1C2C (stereo not given)
  ?, -2%[12.6 µM]
O=c1oc2cc(O)ccc2s1
  2%[53.3 µM], -13%
CC(C)CC1(C(=O)OCc2ccc(O[C@@H]3O[C@H](CO)[C@@H](O)[C@H](O)[C@H]3O)cc2)CC(=O)OC(C(=O)O)CC(=O)OCC2OC(O1)C(OC(=O)/C=C/c1ccc(O)cc1)C(O)C2O (stereo not given in full)
  -15%[20.6 µM], 10%[12.6 µM]
CC1=C2CC(O)(C(C)(C)O)C(O[C@@H]3O[C@H](CO)[C@@H](O)[C@H](O)[C@H]3O)CC(C)C2CC1=O (stereo not given in full)
  3%[53.3 µM], 1%[29.8 µM]
c1ccc(CCNc2nc(-c3ccccc3)cs2)cc1
  -7%[53.3 µM], -8%[57.5 µM]
C=C1C(=O)OC2/C=C(\C)CC/C=C(\C(=O)O)CC/C=C(\C)CCC12 (stereo not given)
  1%[53.3 µM], 6%[29.8 µM]
CCC(=O)c1c(O)cc(O)cc1O
  3%[53.3 µM], -2%[57.5 µM]
COc1cc(O)c([C@@H](CC(=O)N2CC(C)CC(C)C2)c2ccc3c(c2)OCO3)c(OC)c1 (stereo not given in full)
  -5%, 0%[57.5 µM]
CC(=O)OCC1=C(C(=O)O)N2C(=O)[C@@H](NC(=O)Cc3cccs3)[C@H]2SC1
  -17%&-11%[53.3 µM], -15%[57.5 µM]
C/C=C(\C)C(=O)O[C@H]1C=CC(=O)O[C@H]1/C=C/[C@H](O)[C@@H](C)O
  5%, 2%[57.5 µM]
O=C1OC(OC(=O)c2cccnc2Nc2cccc(C(F)(F)F)c2)c2ccccc21 (stereo not given)
  4%[53.3 µM], 18%[57.5 µM]
C/C(=C\CC/C(C)=C/CC[C@]1(C)CCc2cc(O)cc(C)c2O1)CC/C=C(\C)C(=O)O
  ?, ?
C=C1CCC2C(C)(C(=O)O)CCCC2(C)C1CCC1=CCOC1=O (stereo not given)
  1%[53.3 µM], 3%[29.8 µM]
C[C@H]1[C@H](C)CC[C@]2(C(=O)O)CC[C@]3(C(=O)O)C(=CCC4[C@@]5(C)CC[C@H](O[C@@H]6O[C@@H](C)[C@H](O)[C@@H](O)[C@H]6O)C(C)(C)C5CC[C@]43C)[C@H]12 (stereo not given in full)
  20%[20.6 µM], -11%[12.6 µM]
CNC12CC3C[C@@](C)(C1)C[C@](C)(C3)C2
  ?, -6%[57.5 µM]
c1cc(OCCCN2CCCCC2)ccc1CN1CCCCC1
  5%, 1%[57.5 µM]
O=C(CCN1CCN(C(=O)OCc2cc(Cl)cc(Cl)c2)CC1)c1ccc2[nH]c(=O)oc2c1
  -3%, -14%
O=C(/C=C/c1ccc(O)cc1)OCC1=CC2OC(=O)C3=CO[C@@H](O[C@@H]4O[C@H](CO)[C@@H](O)[C@H](O)[C@H]4O)[C@H]1[C@@H]32 (stereo not given in full)
  -2%[53.3 µM], 1%[29.8 µM]
COc1cc2c(cc1Cc1cccc(Cl)c1F)c(=O)c(C(=O)O)cn2[C@H](CO)C(C)C
  10%[53.3 µM], 14%
C=C1CC2OC(=O)C(COC)C2C(OC(=O)/C(C)=C\C)CC2(C)OC1=CC2=O (stereo not given)
  -8%[53.3 µM], 12%[29.8 µM]
CC(C)CC(=O)O[C@@H]1O[C@H](CO)[C@@H](O[C@H]2O[C@H](C)[C@@H](N[C@H]3C=C(CO)[C@@H](O[C@H]4O[C@H](CO)[C@@H](O[C@H]5O[C@H](CO)[C@@H](O[C@H]6O[C@H](CO)[C@@H](O)[C@H](O)[C@H]6O)[C@H](O)[C@H]5O)[C@H](O)[C@H]4O)[C@H](O)[C@H]3O)[C@H](O)[C@H]2O)[C@H](O)[C@H]1O
  9%[20.6 µM], 0%[12.6 µM]
O=C(c1cccc(Cl)c1F)N1CCN(Cc2cccc(Nc3nccs3)n2)CC1
  7%, 3%[57.5 µM]
C=C(C)[C@@H]1CC[C@]2(C(=O)O)CC[C@]3(C)[C@H](CCC4[C@@]5(C)CCC(=O)C(C)(C)C5C(O)C[C@]43C)C12 (stereo not given in full)
  -11%[53.3 µM], -13%[29.8 µM]
C[C@H](NC(=O)Cc1cc(F)cc(F)c1)C(=O)N[C@H](C(=O)OC(C)(C)C)c1ccccc1
  0%[53.3 µM], 6%
CC(=O)OC(CSC1CCC(=O)OC(C)CCC(=O)C1)C(=O)O (stereo not given)
  12%[53.3 µM], 8%[29.8 µM]
CC1(C)NC(=O)N(c2ccc([N+](=O)[O-])c(C(F)(F)F)c2)C1=O
  2%&1%&-11%[53.3 µM], -10%
O=C1CCC(=O)N(O)CCCCCNC(=O)CCC(=O)N(O)CCOCCNC(=O)CCC(=O)N(O)CCCCCN1
  15%[20.6 µM], 5%[12.6 µM]
CNCCC=C1c2ccccc2CCc2ccccc21
  10%, -9%
CSCC[C@H](NC(=O)[C@H](CO)NC(=O)[C@H](CCC(=O)O)NC(C)=O)C(=O)N[C@H](C=O)CC(=O)O
  14%[13.5 µM], 4%[12.6 µM]
CC(C)=C1CC2[C@](C)(CC[C@@H](OC(=O)C3(C)OC3C)[C@@]2(C)O)CC1=O (stereo not given in full)
  3%[53.3 µM], -1%[29.8 µM]
C=C1CC/C=C(/CO)C(=O)C[C@@H]2[C@@H]1C[C@@]2(C)COC(C)=O
  -4%, -7%[57.5 µM]
c1ccc(CNc2nc(NCc3ccccc3)c3ccccc3n2)cc1
  0%[53.3 µM], 45µM*!
CC(C)CNC(=O)/C=C/CCCCc1ccc2c(c1)OCO2
  7%[53.3 µM], -18%[29.8 µM]
Nc1ncnc2c1c(-c1ccc(Oc3ccccc3)cc1)nn2[C@@H]1CCCNC1
  3%, -1%[57.5 µM]
CC(=O)OC[C@]12[C@H](OC(C)=O)C(=O)[C@@H]3[C@@H](OC(C)=O)[C@@]14O[C@@]3(C)COC(=O)c1cccnc1[C@@H](C)[C@H](C)C(=O)O[C@@H]([C@H](OC(C)=O)[C@@H]2OC(C)=O)[C@]4(C)O
  6%[20.6 µM], 2%[12.6 µM]
COC(=O)C1=CO[C@@H](O[C@@H]2O[C@H](CO)[C@@H](O)[C@H](O)[C@H]2O)[C@H]2[C@@H]1C=C[C@]21C=C([C@H](C)OC(=O)/C=C/c2ccc(O[C@@H]3O[C@H](CO)[C@@H](O)[C@H](O)[C@H]3O)cc2)C(=O)O1
  0%[20.6 µM], -24%[12.6 µM]
COC(=N)c1nc2ccc3ncnc(Nc4ccc(F)cc4Br)c3c2s1
  -20%, 10%
O=C1c2ccccc2C(=O)C1c1ccc(Br)cc1
  19%[53.3 µM], 9%[57.5 µM]
O=C(O)CCCc1c[nH]c2ccccc12
  -8%, ?
CSc1ccc2c(c1)N(CCC1CCCCN1C)c1ccccc1S2 (stereo not given)
  ?, ?
Cc1ccc(C2=Nc3ccc(Cl)cc3OC2)cc1
  -13%[53.3 µM], 4%
N=C1SC(=Cc2ccc(-c3ccc4c(c3)C(=O)NC4=O)o2)C(=O)N1c1ccc(Br)cc1
  -7%[53.3 µM], ?
C[C@@H]1C[C@H]2O[C@@]3(O[C@@H]2C(C)(C)O)C(O)[C@@]2(C)C4CCC5C(C)(C)[C@@H](O[C@H]6OC[C@H](O)[C@@H](O)[C@@H]6O)CC[C@@]56C[C@@]46CC[C@]2(C)C13 (stereo not given in full)
  11%[20.6 µM], 2%[12.6 µM]
CCCCCCCCCCCCOCCO
  -11%[53.3 µM], 3%[57.5 µM]
CCC(C)/C=C(C)/C=C/C1=CC2=C(Cl)C(=O)C(C)(OC(C)=O)C(=O)C2=CN1C(CCC(=O)O)C(=O)O (stereo not given)
  2%[53.3 µM], -11%[29.8 µM]
Nc1ccn([C@H]2O[C@@H](CO)[C@H](O)[C@H]2O)c(=O)n1
  21%, 16%
CCC(=O)O[C@]1(C(=O)CO)CC[C@H]2[C@@H]3CCC4=CC(=O)CC[C@]4(C)[C@@H]3CC[C@@]21C
  3%[53.3 µM], ?
O=C1[C@H](O[C@@H]2O[C@H](CO)[C@@H](O)[C@H](O)[C@H]2O)Oc2ccccc2N1O
  2%[53.3 µM], 10%[29.8 µM]
CC(O)/C=C/C1OC(=O)CC1Nc1ccc(C(=O)O)cc1 (stereo not given)
  1%, -12%[57.5 µM]
COC(=O)Nc1nc2ccc(C(=O)c3ccc(F)cc3)cc2[nH]1
  -1%, 7%
COc1ccc(CCN(C)CCCN2CCc3cc(OC)c(OC)cc3CC2=O)cc1OC
  -3%[53.3 µM], 27%[57.5 µM]
COc1ccc(/C=C/C(=O)O[C@H]2[C@@H]3C=CO[C@@H](O[C@@H]4O[C@H](CO)[C@@H](O)[C@H](O)[C@H]4O)[C@@H]3[C@@]3(CO)O[C@@H]23)cc1O
  -2%[53.3 µM], 4%[29.8 µM]
O=C(O)Cc1cc(I)c(Oc2ccc(O)c(I)c2)c(I)c1
  -17%, 7%[57.5 µM]
CCCCCCCOc1cc2c(cc1/C(C)=C/c1ccc(C(=O)O)cc1)C(C)(C)CCS2(=O)=O
  ?, ?

Look-ups from the list.
C[C@@H]1C[C@H]2O[C@@]3(O[C@@H]2C(C)(C)O)C(O)[C@@]2(C)C4CCC5C(C)(C)[C@@H](O[C@H]6OC[C@H](O)[C@@H](O)[C@@H]6O)CC[C@@]56C[C@@]46CC[C@]2(C)C13 (stereo not given in full) @ NTMT1 inhibitor: 2%[12.6 µM]
COc1ccc(CCN(C)CCCN2CCc3cc(OC)c(OC)cc3CC2=O)cc1OC @ NTMT1 inhibitor: 27%[57.5 µM]

Gathered by group, the entries above with two or more sulfur atoms
The line under a structure holds: FH mod, NTMT1 inhibitor
CC(=O)OCC1=C(C(=O)O)N2C(=O)[C@@H](NC(=O)Cc3cccs3)[C@H]2SC1
  -17%&-11%[53.3 µM], -15%[57.5 µM]
CSc1ccc2c(c1)N(CCC1CCCCN1C)c1ccccc1S2 (stereo not given)
  ?, ?

Further structures:
compound	FH mod	NTMT1 inhibitor
O=C(CCOCCOCCOCCOCCC(=O)Nc1c(I)cc(I)c(C(=O)O)c1I)Nc1c(I)cc(I)c(C(=O)O)c1I	-4%[53.3 µM]	?
CC(=O)O[C@]1(C(C)=O)CC[C@@H]2[C@@H]3C[C@H](C)C4=CC(=O)CC[C@]4(C)[C@H]3CC[C@@]21C	-5%[53.3 µM]	15%[57.5 µM]
CCc1cc(Cl)c(OC)c(C(=O)NC[C@@H]2CCCN2CC)c1O	2%[53.3 µM]	-3%[57.5 µM]
CN1C(C(=O)Nc2ccccn2)=C(O)c2ccccc2S1(=O)=O	-18%&2%&1%[53.3 µM]	18%
O=C1Cc2cc(CCN3CCN(c4nsc5ccccc45)CC3)c(Cl)cc2N1	-12%	-1%&-17%&-19%[57.5 µM]
COC[C@H](NC(=O)c1cnc(C)s1)C(=O)N[C@@H](COC)C(=O)N[C@@H](Cc1ccccc1)C(=O)[C@@]1(C)CO1	9%[53.3 µM]	-10%
COCCOCCOc1ccc(C2=N[C@@](C)(C(=O)O)CS2)c(O)c1	?	7%[57.5 µM]
CC(C)(c1ccc(O)cc1)c1ccc(O)cc1	-8%	-4%
C=C[C@@]12COC(=O)C(=C)[C@@H]1[C@@H](O)[C@H](C(=C)C(=O)OC)[C@@H](O)C2	3%[53.3 µM]	8%[29.8 µM]
CC1(C)O[C@H]2C[C@@H]3[C@H]4CCC5=CC(=O)C=C[C@]5(C)[C@@]4(F)[C@@H](O)C[C@]3(C)[C@]2(C(=O)CO)O1	17%[53.3 µM]	14%[57.5 µM]
CCCCCN(CCCOC)C(=O)C(CCC(=O)O)NC(=O)c1ccc(Cl)c(Cl)c1 (stereo not given)	-8%[53.3 µM]	16%[57.5 µM]
COc1cc(C(=O)NC2CCN(C)CC2)c(F)cc1Nc1ncc2c(n1)N(C1CCCC1)CC(F)(F)C(=O)N2C	-7%	28µM*
CC(=O)N[C@@H](CCC(N)=O)C(=O)O	2%[53.3 µM]	25%[57.5 µM]
C=C1CCC2C(C)(COC3OC(COC(=O)CC(=O)O)C(O)C(O)C3O)CCCC2(C)C1CCC1=CCOC1=O (stereo not given)	2%[53.3 µM]	-9%[29.8 µM]
Nc1ccc(C(=O)c2cc3c(ccc4ccccc43)[nH]2)cc1	-12%[53.3 µM]	-2%[57.5 µM]
Cc1c(N)cccc1C(F)(F)F	-4%[53.3 µM]	19%[57.5 µM]
CSc1ccc(C(=O)c2[nH]c(=O)[nH]c2C)cc1	-25%&-10%[53.3 µM]	-3%[57.5 µM]

Screens: PubChem, National Center for Advancing Translational Sciences (NCATS)
